Screening results: PubChem, Icahn School of Medicine at Mount Sinai
RBX1-CUL1 inh: inhibitors of human ROC1-CUL1 ubiquitin ligase activity | in vitro K48 di-Ub FRET, acceptor:donor ratio, 45 min | inhibition, % at 10 µM | 140,000 tested, 0.6% active; in the data active = inhibition above about 25%
Target sequence (P62877 whole entry, looked up): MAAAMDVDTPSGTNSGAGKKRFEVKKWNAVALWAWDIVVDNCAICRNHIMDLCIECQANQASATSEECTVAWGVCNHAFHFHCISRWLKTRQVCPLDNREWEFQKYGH
Target sequence (Q13616 whole entry, looked up): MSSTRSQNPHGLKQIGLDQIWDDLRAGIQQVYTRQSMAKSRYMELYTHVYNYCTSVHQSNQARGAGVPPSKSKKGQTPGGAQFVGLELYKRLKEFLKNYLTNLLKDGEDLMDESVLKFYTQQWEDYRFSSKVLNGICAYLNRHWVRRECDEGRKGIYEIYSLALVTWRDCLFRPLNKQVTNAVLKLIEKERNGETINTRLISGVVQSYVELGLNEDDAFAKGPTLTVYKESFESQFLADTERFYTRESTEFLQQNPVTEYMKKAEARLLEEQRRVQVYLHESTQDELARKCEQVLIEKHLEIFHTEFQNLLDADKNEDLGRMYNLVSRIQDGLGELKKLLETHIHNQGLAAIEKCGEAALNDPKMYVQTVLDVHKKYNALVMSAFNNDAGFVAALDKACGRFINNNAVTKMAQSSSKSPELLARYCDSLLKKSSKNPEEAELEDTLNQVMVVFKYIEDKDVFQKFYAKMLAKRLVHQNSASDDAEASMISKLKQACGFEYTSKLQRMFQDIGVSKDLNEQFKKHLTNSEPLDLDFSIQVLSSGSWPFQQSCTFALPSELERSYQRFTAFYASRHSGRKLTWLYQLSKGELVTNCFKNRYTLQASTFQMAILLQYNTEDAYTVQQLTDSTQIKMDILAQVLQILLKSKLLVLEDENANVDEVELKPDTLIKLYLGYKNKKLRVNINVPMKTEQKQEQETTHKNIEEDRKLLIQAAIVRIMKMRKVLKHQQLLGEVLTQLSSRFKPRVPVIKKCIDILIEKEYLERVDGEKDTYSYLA
Starred values were filed as active, the others as inactive; & = joins results of further samples.

| SMILES | RBX1-CUL1 inh |
| --- | --- |
| CC(Oc1cc(Cl)c(Cl)cc1Cl)C(=O)N=C1C(=O)N(c2ccccc2)N(C)C1C (stereo not given) | 3 |
| CCc1ccccc1NC(=O)Cn1c(=O)n(Cc2ccc(OC)cc2)c(=O)c2oc3ccccc3c21 | -2 |
| Cc1cccc(-n2ncc3c(NCC4CCCO4)ncnc32)c1 (stereo not given) | 17 |
| NC(=O)[C@@H]1OC(c2ccccc2)O[C@H]1C(N)=O | -2 |
| O=C(NC(=S)Nc1ccccc1[N+](=O)[O-])c1cccc(F)c1 | 6 |
| O=c1[nH]c(-c2ccccn2)nc2scc(-c3ccccc3)c12 | -15 |
| CCc1ccccc1NC(c1nnc(-c2cccc(F)c2)o1)c1ccc(F)cc1Cl (stereo not given) | 4 |
| CCOc1cc(/C=N/NC(=O)Nc2ccc(Cl)cc2)ccc1O | 0 |
| Cc1ccccc1OCCCn1c(-c2ccc(Cl)cc2)nc2ccccc2c1=O | 2 |
| Cc1cc(Nc2ccccc2C)c2cccc(C)c2n1 | 0&9 |
| COc1ccc(/C=C(/C#N)c2nc(-c3cc4ccccc4oc3=O)cs2)cc1 | 4 |
| CCc1ccc(CN(C)[C@H]2CN(C(=O)c3ccc(OC)cc3)C[C@@H]2O)nc1 | 6 |
| Clc1ccc2oc(-c3ccccc3Br)nc2c1 | -8 |
| OC(CN1CCNCC1)Cn1c2ccc(Cl)cc2c2cc(Cl)ccc21 (stereo not given) | 2 |
| CCN(CC)c1ccc(NC(=O)Cn2nc(C)n3cccc3c2=O)c(C)c1 | -14 |
| Cc1ccccc1Nc1cc(C(=O)NCCCN2CCN(c3cccc(Cl)c3)CC2)c2ccccc2n1 | -1 |
| CNS(=O)(=O)c1ccc(NC(=O)c2ccccc2)c(F)c1 | 7 |
| CSc1cccc(NC(=O)c2cccc(N3CCCS3(=O)=O)c2)c1 | -4 |
| Cc1nc(SCC(=O)c2ccc(O)c(O)c2)c(C#N)c(-c2ccc(Br)cc2)c1C(=O)Nc1ccccc1 | -1 |
| CN1C(=O)c2ccc(NC(=O)/C=C\c3ccccc3)cc2C1=O | -3 |
| O=C(CSc1nc2ccccc2n1Cc1ccc(Cl)cc1)N/N=C\c1ccccc1F | 0 |
| COC(=O)c1ccccc1NC(=O)Cn1ncc2c(C)n(Cc3ccc(F)cc3)c(C)c2c1=O | 7 |
| CN1C(=O)/C(=C\c2ccc(-c3ccc(F)cc3)o2)SC1=S | 11 |
| Cc1cc(-c2ccc(C)c(S(=O)(=O)N(C)c3ccc(C)c(C)c3)c2)on1 | -1 |
| COC(=O)NNc1ccnc2cc(Cl)ccc12 | 1 |
| Cc1ccc(CN2CCSc3ccc(C(=O)N4CCN(c5ccccc5)CC4)cc32)cc1 | -4 |
| CCn1c2ccccc2c2cc(/C=N/NC(=O)c3cc(O)cc(O)c3)ccc21 | 4 |
| CCCOc1ccc(NC(=O)CC2C(=O)N(c3ccccc3)C(=O)N2Cc2ccc(F)cc2)cc1 (stereo not given) | 7 |
| Cc1ccc(CS(=O)(=O)c2cn(CC(=O)N(C)c3ccccc3)c3ccccc23)cc1 | 7 |
| c1ccc(Cc2noc(-c3ccc(NC4CCSC4)nc3)n2)cc1 (stereo not given) | 5 |
| CNC(=O)c1ccc2c(c1)N(Cc1cc(C)ccc1C)C(=O)c1ccccc1S2 | -1 |
| COc1ccc(C)cc1N1CC(C(=O)N2CCCC(C)C2)CC1=O (stereo not given) | 7 |
| CN1CCN(S(=O)(=O)c2ccc(NC(=O)c3ccco3)cc2)CC1 | -8 |
| CN(C)C(=O)CN1CCN(c2nncc(-c3ccc(C(F)(F)F)cc3)n2)CC1 | -5 |
| COCC(=O)Nc1cccc(C)c1C | 0 |
| COc1ccc(N2CCN(C(=O)C(CC(C)C)NS(=O)(=O)c3ccc4nc(C)sc4c3)CC2)cc1 (stereo not given) | -3 |
| Nc1c(-c2nc(-c3ccccc3)no2)nnn1CC(=O)Nc1cccc(F)c1 | 0 |
| COc1ccc(-c2nc3c(c(SCC(=O)N(C)c4ccccc4)n2)Cc2cc(C)ccc2O3)cc1 | -12 |
| Cc1ccc(S(=O)(=O)Oc2ccc(Cl)cc2/C=C2\N=C(c3ccccc3)OC2=O)cc1 | 16 |
| CCN(CC)CC(C)OC(=O)COc1ccccc1 (stereo not given) | 1 |
| S=C(Nc1ccc(Cl)cc1)c1sc(N2CCOCC2)nc1N1CCOCC1 | 1 |
| CCN1CCc2c(sc(-n3cccc3)c2C(C)NC(=O)Nc2ccc(C(=O)OC)cc2)C1 (stereo not given) | -3 |
| COC(=O)C1C(C(=O)OC)C2(c3ccccc3)C(C(=O)OC)C(C(=O)OC)C1(c1ccccc1)N2C(C)=O (stereo not given) | -6 |
| CCOc1cc(C)c(S(=O)(=O)N(CC)CC)cc1C | 11 |
| COc1ccc(NC(=O)CN(C)S(=O)(=O)c2ccc3nc(C)sc3c2)cc1Cl | -1 |
| O=C(O)c1nn2c(C(F)(F)F)cc(-c3ccc(Cl)c(Cl)c3)nc2c1Br | 5 |
| O=c1c2ccccc2n2c(-c3ccccc3O)nnc2n1Cc1ccc(F)cc1 | -5 |
| COc1ccc(OC2CCN(C(=O)C3CC3)CC2)c(C(=O)N(C)Cc2ccn[nH]2)c1 | 0 |
| COc1ccc(Cn2cc(C(=O)c3ccc(C)cc3)c(=O)c3cc(OC)c(OC)cc32)cc1 | 6 |
| Fc1ccccc1CSc1nnc2sc3ccccc3n12 | 3 |
| Nc1ncc(S(=O)(=O)N2CCN(c3ccccc3)CC2)cn1 | 4 |
| CC(C)CC(=O)NC(=S)Nc1ccc(Br)cn1 | -1 |
| CCCN(CCC)C(=O)CSc1nnc2cc(C)c3cc(C)cc(C)c3n12 | 6 |
| CNC(=O)c1ccc(C2CCCN2Cc2cncn2Cc2ccccc2)s1 (stereo not given) | 24 |
| Cc1ccc2c(c1)C(=O)c1cnc(/C=C/c3ccccc3)cc1-2 | 3 |
| CC1=NC(=O)C(C#N)=C(C)C1CSCC(=O)Nc1ccccc1 (stereo not given) | -1 |
| Cn1c(SCC(=O)c2ccc(-c3ccccc3)cc2)nnc1-c1ccc2c(c1)OCO2 | 10 |
| CC1(C)C(=O)C(C)(C)C1N1CCOCC1 | 13 |
| Cc1ccnc(SCC(=O)N2c3ccccc3C(C)(c3ccc(Cl)cc3)CC2(C)C)n1 (stereo not given) | 4 |
| O=C(CC12CC3CC(CC(C3)C1)C2)NCC(=O)N1CCCC1 | 4 |

Next section:
| SMILES | RBX1-CUL1 inh |
| --- | --- |
| CC(C)(C)c1ccc2[nH]c3c(c2c1)CCC/C3=N\N=C1C(=O)Nc2ccc(Br)cc21 | -4 |
| Cc1ccc(-c2cc(C(=O)N/N=C/c3ccc([N+](=O)[O-])o3)c3ccccc3n2)o1 | 0 |
| CCC(Nc1ncc(C)c(-c2ccnn2C)n1)c1cccnc1 (stereo not given) | -2 |
| O=C(Oc1cccc(C2C3C(=O)CC(c4ccccc4)CC3=Nc3ccccc3N2C(=O)c2ccccc2)c1)c1ccccc1 (stereo not given) | 2 |
| COc1ccccc1CNC(=O)CCCCn1c(=O)c2ccccc2n(CC(=O)Nc2c(C)cc(C)cc2C)c1=O | -5 |
| CCOC(=O)c1c(-c2ccc(-c3ccccc3)cc2)csc1NC(=O)CN1CCCCC1 | 6 |
| COc1ccc(-n2nnnc2SCC(=O)NCCc2ccccc2)cc1 | -3 |
| COc1cc(CNCCc2ccccc2)cc(Cl)c1OCC(=O)NC(C)(C)C | 2 |
| Cc1cc(C)c(NC(=O)C2CCN(c3nc4ccccc4[nH]3)CC2)c(C)c1 | 0 |
| Cc1ccc(NC(c2cccc(Cl)c2)c2nnc(-c3ccccc3)o2)cc1F (stereo not given) | 1 |
| CS(=O)(=O)c1ccc(SSc2ccc(S(C)(=O)=O)cc2)cc1 | 8 |
| O=C(Nc1cc(F)ccc1F)N1CCC(CN2CCCC2)CC1 | 1 |
| Cc1ccc(NC(=O)Cc2ccc(-n3c(C)nc4cccnc43)cc2)cc1C | 0 |
| COc1ccc(C(=O)Nc2ccc3nc4n(c(=O)c3c2)CCCCC4)cc1OC | 0 |
| O=c1c2cc3c(cc2nc2sc(Nc4cccc([N+](=O)[O-])c4)nn12)OCO3 | -2 |
| CC(C)C(=O)N1CCc2cc(S(=O)(=O)N3CCOCC3)ccc21 | 5 |
| CCOCCCNC(=O)CCC(=O)NNc1nc2ccccc2c2nc(C)nn12 | 5 |
| CCCc1cc(=O)[nH]c(SCC(=O)Nc2ccc(OC)cc2)n1 | 0 |
| Cc1cc(=O)oc2cc3c(cc12)OCCO3 | 3 |
| O=C(Nc1ccc2c(c1)CCCN2C(=O)c1cccs1)c1ccc(F)c(F)c1 | -3 |
| C/C=C(\C)CN1CCC(CO)(CCOc2ccccc2)CC1 | 9 |
| CCn1cc(C2C3=C(CC(C)(C)CC3=O)N(c3ccc(C)cc3)C3=C2C(=O)CC(C)(C)C3)c(C)n1 | -5 |
| O=C(NCCN1Cc2ccccc2OC(c2ccccc2F)C1)C(c1cccnc1)N1CCCC1 (stereo not given) | -1 |
| O=C(OCc1ccc2c(c1)OCO2)c1ccc(S(=O)(=O)N2CCCCC2)cc1 | -7 |
| CN(CCO)C1COCc2ccccc21 (stereo not given) | -1 |
| NC(=O)N(CCC(=O)O)c1ccc(Br)cc1 | -2 |
| CCOc1ccccc1OCC(C)CNC (stereo not given) | 8 |
| COc1ccccc1C(=O)Oc1ccc2c(=O)c(Oc3ccc4ccccc4c3)c(C(F)(F)F)oc2c1 | 1 |
| CCc1cccc(CC)c1NC(=O)c1c(C)noc1C | 7 |
| O=C(Nc1cccc(-c2cc3ccccc3oc2=O)c1)c1ccccc1F | -2 |
| Cc1ccc(CNC(=O)C(=O)NCC(c2cccs2)S(=O)(=O)c2ccc(C)cc2)cc1 (stereo not given) | -11 |
| COc1ccc(-c2cc(-c3ccc(C)cc3)c(C#N)c(SCC(=O)Nc3ccc(S(=O)(=O)Nc4ncccn4)cc3)n2)cc1 | -8 |
| O=C(CCN1Cc2ccccc2OC(c2ccccc2F)C1)NCc1ccc2c(c1)OCO2 (stereo not given) | -4 |
| CCn1c(C(=O)NCc2ccccc2C)cc2oc3ccccc3c21 | 3 |
| CCOc1ccc(S(=O)(=O)N2CCN(c3cccc(C(F)(F)F)c3)CC2)cc1OCC | 2 |
| CCN(CC)c1nc2c(S(=O)(=O)c3cccc(Cl)c3)nnn2c2ccsc12 | -1 |
| Brc1ccc(C(c2c[nH]c3ccccc23)c2c[nH]c3ccccc23)s1 | -4 |
| COc1cccc(CCNC(=O)c2ccc(Cn3c(SCc4ccccc4)nc4cccnc43)cc2)c1 | -2 |
| COc1cc(/C=C2/SC(=O)N(C(C)C)C2=O)cc(Br)c1OCc1ccccc1C#N | -8 |
| COC(=O)c1ccccc1NC(=O)NCCc1c(C)nn(C)c1C | -2 |
| CCOC(=O)c1ccc(Nc2c(C(=O)OCC)cnc3c(C(F)(F)F)cccc23)cc1 | -4 |
| COCc1nc2cccnc2n1C1CCN(S(=O)(=O)N(C)C)CC1 | 4 |
| Cc1oc(-c2ccccc2)nc1Cn1c(=O)cc(-c2ccccc2)c2c(C)nn(C)c21 | 2 |
| Cc1nc(Cl)c(C(=O)N2CCOCC2)c(C)c1Cl | 3 |
| C#CCSc1nc2c(c(=O)[nH]1)C1(CCCC1)Cc1ccccc1-2 | -4 |
| CCCCOc1ccc2c(C)c(CC(C)O)c(=O)oc2c1 (stereo not given) | 9 |
| Cc1nc2ccccc2nc1-c1nnc(SCC(=O)Nc2ccc(Cl)cc2)o1 | 0 |
| Cc1ccc(N=C2S/C(=C\c3c(C)n(C)n(-c4ccccc4)c3=O)C(=O)N2c2ccc(C)cc2)cc1 | 8 |
| CCOC(=O)c1c(CN2CCCCC2)n(C)c2cc(Br)c(O)cc12 | 2 |
| CO[C@H]1[C@H](NC(=O)COc2ccccc2)c2ccccc2C12CCN(C(=O)c1ccsc1)CC2 | 5 |
| Cc1ccc(CN2CCNC(=O)C2CC(=O)N2CCCCO2)cc1 (stereo not given) | -1 |
| COC(=O)C1=C(C)N=C2SCCC(=O)N2C1c1ccc(Cl)cc1Cl (stereo not given) | 15 |
| COc1ccc(OC(=O)c2sc3cc(OC)ccc3c2Cl)cc1 | -9 |
| CCOC(=O)CCNC(=O)N1CCCC(CNS(=O)(=O)c2cccs2)C1 (stereo not given) | -12 |
| O=C(Nc1scc(-c2ccc(Br)cc2)c1C(=O)O)c1ccccc1Cl | -1 |
| N#Cc1ccccc1NC(=O)c1sc2nc3c(cc2c1N)CCC3 | 4 |
| COc1ccc(C(=O)N2CC(=O)Nc3ccc(C)cc3C2c2ccc(F)cc2)c(OC)c1 (stereo not given) | -8 |
| COc1ccc(C(CC(=O)O)NC(=O)c2cc3ccccc3oc2=O)cc1OC (stereo not given) | 1 |
| O=c1c2oc3ccccc3c2n(Cc2cccc(F)c2)c(=O)n1Cc1ccc2c(c1)OCO2 | -6 |
| Cc1cnccc1CNC(=O)Cn1nnnc1CN(C)C(C)C | -3 |

Arranged by SMILES length (highest first): part of the list above
| SMILES | RBX1-CUL1 inh |
| --- | --- |
| O=c1c2oc3ccccc3c2n(Cc2cccc(F)c2)c(=O)n1Cc1ccc2c(c1)OCO2 | -6 |
| COc1ccc(C(=O)N2CC(=O)Nc3ccc(C)cc3C2c2ccc(F)cc2)c(OC)c1 (stereo not given) | -8 |
| CCOC(=O)CCNC(=O)N1CCCC(CNS(=O)(=O)c2cccs2)C1 (stereo not given) | -12 |
| CCOC(=O)c1c(CN2CCCCC2)n(C)c2cc(Br)c(O)cc12 | 2 |
| Cc1ccc(CN2CCNC(=O)C2CC(=O)N2CCCCO2)cc1 (stereo not given) | -1 |
| COc1ccc(OC(=O)c2sc3cc(OC)ccc3c2Cl)cc1 | -9 |
| Cc1cnccc1CNC(=O)Cn1nnnc1CN(C)C(C)C | -3 |

Going on with the list.
| SMILES | RBX1-CUL1 inh |
| --- | --- |
| O=C1/C(=C/c2ccc(O)c(O)c2)Oc2ccccc21 | 97* |
| C/C(=N/OCC(=O)NC(C)C)c1cccs1 | 0 |
| CCOC(=O)c1ccc(NC(=O)CC2C(=O)N(c3cccc(OC)c3)C(=O)N2Cc2cccnc2)cc1 (stereo not given) | 9 |
| COc1ccc(CCNC(=O)c2ccc3c(c2)CCN3S(=O)(=O)c2ccc(C)cc2)cc1 | 1 |
| Cc1ccc(-n2c3nc(=O)[nH]c(=O)c-3cc3c(C)nn(-c4ccccc4)c32)cc1Cl | 0 |
| Cc1ccnc(NC(=O)C(F)(F)C2(F)OC(F)(F)C(F)(F)C2(F)F)c1 (stereo not given) | -5 |

This is a subset. The share of hits here may be higher or lower than overall.
